A3G deaminase – inhibitors of human APOBEC3G DNA deaminase; inhibition, % at 20 µM; actives 0.28% (n = 330,000); recombinant A3G, ssDNA deamination FAM/TAMRA fluorescence; Q9HC16;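 active = inhibition of at least 40% at 20 µM, with no more than 30% in the related APOBEC3A deaminase screen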;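 also: plate controls were DMSO wells with A3G for no effect and wells lacking A3G enzyme for full effect; some compounds called inactive have numbers as strong as hits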
Target sequence (Q9HC16 whole entry, looked up): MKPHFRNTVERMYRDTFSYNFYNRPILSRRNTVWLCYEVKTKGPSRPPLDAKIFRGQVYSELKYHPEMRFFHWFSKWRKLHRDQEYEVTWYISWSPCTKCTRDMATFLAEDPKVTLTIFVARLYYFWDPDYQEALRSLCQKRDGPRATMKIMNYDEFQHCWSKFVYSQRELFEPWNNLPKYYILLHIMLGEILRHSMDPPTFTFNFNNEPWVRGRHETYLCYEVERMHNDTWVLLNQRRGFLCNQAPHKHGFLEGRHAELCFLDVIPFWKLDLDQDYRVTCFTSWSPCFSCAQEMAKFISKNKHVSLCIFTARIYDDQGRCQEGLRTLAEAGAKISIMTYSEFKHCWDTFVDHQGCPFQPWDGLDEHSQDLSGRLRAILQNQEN
beta cell repl – MIN6 beta-cell proliferation induction. MIN6 cells proliferation, ATPlite luminescence, 48 h; cells starved in 0.2% serum; 100% = growth in 10% serum. proliferation, % at 10 µM. AID 2380. actives 0.29% (n = 330,000);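 active = compounds whose signal lies at least 3.5 SD above the mean of all wells on their plate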;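 also: 0% = DMSO-treated cells in low-serum medium and 100% = 10% serum control; some compounds called inactive have numbers as strong as hits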
A3A deaminase – human APOBEC3A DNA deaminase inhibition. P31941. recombinant A3A, FAM/TAMRA ssDNA deamination fluorescence. inhibition, % at 20 µM. actives 0.41% (n = 330,000). AID 493011;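 active = at least 40% inhibition at 20 µM here, with at most 30% in a related deaminase screen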;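 also: plate controls were A3A with DMSO for no effect and wells lacking A3A enzyme for full effect; some results filed as inactive read as strong as hits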
Target sequence (P31941 whole entry, looked up): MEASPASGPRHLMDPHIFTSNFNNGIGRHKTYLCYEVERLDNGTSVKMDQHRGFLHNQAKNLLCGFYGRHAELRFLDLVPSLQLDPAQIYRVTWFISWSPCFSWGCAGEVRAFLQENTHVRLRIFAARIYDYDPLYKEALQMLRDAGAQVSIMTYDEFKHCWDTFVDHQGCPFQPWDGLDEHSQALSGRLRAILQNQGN
NALP3 yeast inh – NALP3 inhibition in yeast. Yeast reconstituted NLRP3/ASC/caspase-1, beta-gal luminescence, 24 h. inhibition, % at 10 µM. actives 0.39% (n = 330,000). AID 2825;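 active = inhibition of 50% or more; inactive = inhibition below 50%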;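 also: plate controls were induced DMSO wells for no effect and uninduced yeast grown without galactose for full effect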
mIAP inh – blocks mouse intestinal alkaline phosphatase. purified mouse IAP, CDP-Star luminescence, 30 min. inhibition, % at 10 µM. actives 0.2% (n = 330,000). AID 2806;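 active = inhibition of at least 40% at 10 µM in the primary screen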;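 also: plate controls were DMSO with enzyme for no effect and no enzyme wells for full effect; values of inactives mirror those of a sister screen read the other way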
SENP1 FRET inh – blocks the human SENP1 SUMO protease catalytic domain; actives 0.21% (n = 360,000); inhibition, % at 10 µM; Q9P0U3; recombinant SENP1 catalytic domain, CyPet-SUMO1-YPet FRET cleavage; AID 624204;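 active = inhibition at least 30% at 10 µM, raw YFP signal under a set limit, fluorescence ratio 0.5 to 1.5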;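 also: 0% = enzyme with DMSO and 100% = no enzyme wells; some results filed as inactive read as strong as hits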
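system = hSENP1 catalytic domain, recombinant | reagent = SFCypet-SUMO1-SFYpet substrate at 25 nM | doses = one dose per compound, 10 µM, 0.5% DMSO | incubation = enzyme reaction for 50 min at room temperature, dark | measured by = FRET, CFP and YFP emission | controls = no-enzyme low, enzyme-DMSO high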
hIAP act – human IAP activation. AID 2524. purified human IAP, CDP-Star luminescence, 30 min; active compounds read high; 1 = vehicle-only enzyme, 0 = enzyme-free background. activation factor at 10 µM. P09923. actives 0.16% (n = 330,000);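 active = activation factor of the enzyme at least 2-fold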; also: the source names both 10 and 20 µM as test concentration; values of inactives mirror those of a sister screen read the other way
Target sequence (P09923 whole entry, looked up): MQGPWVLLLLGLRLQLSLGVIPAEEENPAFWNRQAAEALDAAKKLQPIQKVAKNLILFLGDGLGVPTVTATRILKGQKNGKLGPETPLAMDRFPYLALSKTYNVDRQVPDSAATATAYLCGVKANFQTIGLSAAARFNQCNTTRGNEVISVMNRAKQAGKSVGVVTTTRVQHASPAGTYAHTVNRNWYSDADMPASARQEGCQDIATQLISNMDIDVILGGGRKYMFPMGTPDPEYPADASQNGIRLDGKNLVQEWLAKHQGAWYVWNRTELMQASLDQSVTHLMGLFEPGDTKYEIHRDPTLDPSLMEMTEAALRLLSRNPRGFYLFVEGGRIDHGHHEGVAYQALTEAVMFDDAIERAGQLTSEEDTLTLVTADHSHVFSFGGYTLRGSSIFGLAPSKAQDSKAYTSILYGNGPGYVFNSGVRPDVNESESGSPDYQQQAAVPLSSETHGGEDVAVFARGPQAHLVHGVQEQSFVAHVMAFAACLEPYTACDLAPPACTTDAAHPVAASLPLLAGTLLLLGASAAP
mIAP activ – mouse IAP activation | muIAP, CDP-Star luminescence, 30 min; active compounds read high; 1 = vehicle-only enzyme signal, 0 = enzyme-free wells | activation factor at 10 µM | actives 0.24% (n = 330,000) | AID 2805;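 active = activation factor of at least 2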; also: the source names both 10 and 20 µM as test concentration; values of inactives mirror those of a sister screen read the other way
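System: Mouse IAP enzyme | Also added: CDP-Star substrate | Dosing: Compounds dispensed in DMSO | Schedule: 30 min enzyme-substrate-compound incubation at room temperature | Technique: Chemiluminescence readout | Control set: DMSO-only wells and no-enzyme negative control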
hIAP block – blocks human intestinal alkaline phosphatase | purified IAP, CDP-Star luminescence, 30 min | P09923 | inhibition, % at 10 µM | AID 2544 | actives 0.12% (n = 330,000);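 active = inhibition reaching a set limit with compound at 10 µM in the primary screen, cut at about 35% in these data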;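 also: plate controls were DMSO wells with enzyme for no effect and no-enzyme buffer wells for full effect; values of inactives mirror those of a sister screen read the other way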
Starred values were filed as active, the others as inactive; · = not tested or not shown. These rows are one share of the data; rates above refer to the full screens.

Start of the data: the first four records, ahead of the listing:
item	Molecule	mIAP activ	NALP3 yeast inh	mIAP inh	SENP1 FRET inh	A3A deaminase
1	CC1S/C(=N/N=C/c2ccco2)N(Cc2ccccc2)C1=O (stereo not given)	1	40	-1	4	-2
2	Cc1cc(NC(=O)c2cccc(S(=O)(=O)N(C)C)c2)n(-c2ccccn2)n1	1	15	-1	1	-3
3	CCN(CC)S(=O)(=O)c1ccc2c(c1)nc(SCC(=O)N1CCCCCC1)n2-c1ccc(OC)cc1	1	13	-1	-5	6
4	CCCCC1(C)NC(=O)N(CC(=O)N2CCc3ccccc32)C1=O (stereo not given)	0.97	9	3	-1	3

item	hIAP act	beta cell repl	A3G deaminase	hIAP block
1	0.93	0	-6	7
2	1.1	0	-4	-11
3	0.77	-4	1	23
4	1.1	-2	-2	-14

The whole of this part, previewed entries included:
item	Molecule	mIAP activ	NALP3 yeast inh	mIAP inh	SENP1 FRET inh	A3A deaminase
1	CC1S/C(=N/N=C/c2ccco2)N(Cc2ccccc2)C1=O (stereo not given)	1	40	-1	4	-2
2	Cc1cc(NC(=O)c2cccc(S(=O)(=O)N(C)C)c2)n(-c2ccccn2)n1	1	15	-1	1	-3
3	CCN(CC)S(=O)(=O)c1ccc2c(c1)nc(SCC(=O)N1CCCCCC1)n2-c1ccc(OC)cc1	1	13	-1	-5	6
4	CCCCC1(C)NC(=O)N(CC(=O)N2CCc3ccccc32)C1=O (stereo not given)	0.97	9	3	-1	3
5	COC(=O)c1cc(OC)c(OC)cc1NC(=O)CN1CCOCC1	1	7	-2	2	0
6	O=C(C1CCCN(S(=O)(=O)c2ccccc2)C1)N1CCN(c2ccc(F)cc2)CC1 (stereo not given)	0.98	16	2	0	-5
7	Cn1c(=O)c2c(nc(NCc3ccccc3)n2CC(N)=O)n(C)c1=O	1.1	9	-7	0	5
8	COc1cc(/C=C2\COC/C(=C\c3ccc(O)c(OC)c3)C2=O)ccc1O	0.58	43	42*	-4	18
9	Cn1nc(-c2ccc(N3CCCCC3)c(NC(=O)c3ccco3)c2)c2ccccc2c1=O	1.1	6	-6	1	9
10	CC(=O)N1CCOc2ccc(S(=O)(=O)NCCc3ccc(Cl)cc3)cc21	1.1	4	-5	1	-7
11	CCCCNC(=O)CC1C(=O)N(Cc2ccccc2)C(C)c2nc3ccccc3n21 (stereo not given)	0.99	-5	1	-1	-1
12	COc1ccc(CCNC(=O)C(=O)NCC2CCCN2S(=O)(=O)c2cccs2)cc1OC (stereo not given)	0.98	12	2	-9	-3
13	COc1ccccc1P(=O)(c1ccccc1)c1ccc([N+](=O)[O-])cc1 (stereo not given)	1.1	-4	-6	0	-1
14	COc1ccc(NC(=O)Cn2cnc3sc(C)c(S(=O)(=O)N4CCOCC4)c3c2=O)c(OC)c1	0.99	1	1	1	-1
15	CCOC(=O)CSc1nnc(Cc2ccccc2)n1-c1ccc(C)cc1	0.82	5	18	1	2

item	hIAP act	beta cell repl	A3G deaminase	hIAP block
1	0.93	0	-6	7
2	1.1	0	-4	-11
3	0.77	-4	1	23
4	1.1	-2	-2	-14
5	0.89	3	-6	11
6	0.92	-3	-6	8
7	0.99	-3	0	1
8	0.89	-4	7	11
9	0.89	-7	1	12
10	1.1	-1	-12	-7
11	0.95	-1	-6	5
12	0.91	1	-9	9
13	1	-2	-1	-4
14	1.1	-2	-5	-8
15	1.1	-1	2	-13

(cont.)
item	Molecule	mIAP activ	NALP3 yeast inh	mIAP inh	SENP1 FRET inh	A3A deaminase
16	O=C(O)c1cc(NC(=O)c2ccccc2F)cc(NC(=O)c2ccccc2F)c1	0.96	3	4	0	0
17	CC(=O)Nc1ccc(NC(=O)C2(C)CC2(Cl)Cl)cc1 (stereo not given)	0.92	9	8	0	-2
18	Cc1cccc(NC(=O)CCc2ccc(C)o2)c1	0.99	23	1	-14	-4
19	CCCCc1nc(SCC(=O)Nc2nnc(CCCC)s2)n[nH]1	0.77	11	23	-1	4
20	Cc1nn(-c2ccccn2)c2c1C(c1c(F)cccc1Cl)C1=C(N2)c2ccccc2C1=O (stereo not given)	0.95	8	4	·	1
21	O=C(NCC1CCCN1S(=O)(=O)c1cccs1)c1cccc(F)c1 (stereo not given)	1	9	-4	-6	2
22	O=C(C1CCCCN1S(=O)(=O)c1ccccc1[N+](=O)[O-])N1CCCC1 (stereo not given)	1	-3	-2	2	2
23	O=C(COC(=O)c1ccc(N2CCCC2=O)cc1)c1ccc(OC(F)F)cc1	0.93	-3	7	0	-2
24	C=C(C)CSc1cc(C)nc2c(-c3ccccc3)c(C)nn12	0.92	19	8	0	2
25	COc1ccc(N=C2SC(CC(=O)Nc3ccc(OC)cc3OC)C(=O)N2C)cc1 (stereo not given)	0.98	8	2	2	0
26	C(=N\Nc1nncn1/N=C/c1ccco1)/c1ccco1	1	10	-3	3	4
27	O=C1C=C(c2ccc(-c3ccccc3)c(F)c2)C[C@@H](c2ccc(Cl)cc2)C1	1	6	-4	-1	-1
28	O=C(Nc1cccc(F)c1)C1CCN(C(=O)c2ccccc2Cl)CC1	1.1	1	-11	2	-2
29	CCN1C(=O)C(=O)N(CC(=O)N(C)CC(=O)Nc2ccccc2Cl)C1=O	0.94	8	6	0	1
30	COc1ccc(Cl)cc1Nc1nc(C)nc2c1nnn2Cc1ccccc1	0.98	23	2	0	-2

item	hIAP act	beta cell repl	A3G deaminase	hIAP block
16	1.1	-4	-3	-12
17	1	2	-12	0
18	0.63	-1	-6	37*
19	1.4	-2	-8	-43
20	0.85	2	2	15
21	0.97	0	6	3
22	1	-1	-3	-1
23	1	0	-6	-2
24	1.2	-3	-2	-18
25	0.92	1	0	8
26	1.1	-3	-1	-11
27	1.1	-3	-6	-6
28	0.94	-2	-2	6
29	1	1	-7	-1
30	1.1	-3	-6	-6

Later entries:
item	Molecule	mIAP activ	NALP3 yeast inh	mIAP inh	SENP1 FRET inh	A3A deaminase
31	CCC(=O)/C=C1/Sc2ccc(OC)cc2N1CCO	1.1	5	-7	3	-2
32	Cc1cc(C(=O)Nc2cccc([N+](=O)[O-])c2C)cs1	0.99	22	1	1	-3
33	C=CCc1cccc2cc(C(=O)NCc3ccc(C(=O)OCC)o3)c(=O)oc12	0.82	2	18	-9	5
34	CCN1CCN(C(=S)c2ccc(O)cc2)CC1	0.96	7	4	1	-5
35	CCc1ccc(NC(=O)CCS(=O)(=O)c2ccc(Br)cc2)cc1	1	17	-3	2	7
36	CCN1CCN(C(c2ccccc2)c2nnnn2Cc2ccc(OC)cc2)CC1 (stereo not given)	1	12	-2	1	4
37	C=CCNC(=S)NNC(=O)c1ccc(OCC(C)C)cc1	0.95	-3	5	1	-5
38	Cc1ccnc2nc(C(=O)OCC(=O)N(CC(C)C)C3CCS(=O)(=O)C3)nn12 (stereo not given)	0.94	6	6	2	-1
39	COc1ccccc1NC(=O)CSc1nc(=O)n(Cc2ccncc2)c2c1CCCC2	0.96	2	4	3	1
40	O=C(c1ccc(Cl)c(S(=O)(=O)N2CCCC2)c1)N1CCN(c2ncccn2)CC1	0.99	2	1	1	1
41	Cc1cc(-c2nnc3n2N=C(C(C)(C)C)CS3)n[nH]1	0.97	1	3	1	-4
42	CN(C(=O)c1ccc(S(=O)(=O)N2CCOCC2)cc1)C1CCS(=O)(=O)C1 (stereo not given)	1	6	-4	0	-3
43	O=C1C(=O)N(CCN2CCOCC2)C(c2cccnc2)/C1=C(/O)c1ccc(Cl)cc1 (stereo not given)	1	13	-5	0	-2
44	CC1=CCC2C(=O)N(c3ccc(C)c(Br)c3)C(=O)C2C1 (stereo not given)	1.1	7	-6	-1	-3
45	Cn1nc(-c2ccccc2)cc1NC(=O)Nc1ccc(F)cc1	1.3	4	-31	0	-3

item	hIAP act	beta cell repl	A3G deaminase	hIAP block
31	1.1	-3	-5	-12
32	1.2	0	-9	-25
33	0.9	-1	5	10
34	1.1	1	22	-5
35	0.98	-4	-1	2
36	0.94	0	-5	6
37	1.9	-1	-5	-86
38	0.94	2	-4	6
39	0.84	-4	-6	16
40	0.99	1	-4	1
41	0.95	-2	-3	5
42	1	0	-10	-2
43	1.2	-4	-5	-17
44	1.1	1	-7	-14
45	1.1	-3	-9	-8

Reformatted bar-delimited: 2 of the compounds above.
no. | smiles | mIAP activ | NALP3 yeast inh | mIAP inh | SENP1 FRET inh | A3A deaminase | hIAP act | beta cell repl | A3G deaminase | hIAP block
38 | Cc1ccnc2nc(C(=O)OCC(=O)N(CC(C)C)C3CCS(=O)(=O)C3)nn12 (stereo not given) | 0.94 | 6 | 6 | 2 | -1 | 0.94 | 2 | -4 | 6
35 | CCc1ccc(NC(=O)CCS(=O)(=O)c2ccc(Br)cc2)cc1 | 1 | 17 | -3 | 2 | 7 | 0.98 | -4 | -1 | 2

Single entries from the entries so far:
In hIAP act, `Cc1cc(C(=O)Nc2cccc([N+](=O)[O-])c2C)cs1` has 1.2
In A3G deaminase, `CN(C(=O)c1ccc(S(=O)(=O)N2CCOCC2)cc1)C1CCS(=O)(=O)C1` (stereo not given) has -10

(list continues)
item	Molecule	mIAP activ	NALP3 yeast inh	mIAP inh	SENP1 FRET inh	A3A deaminase
46	COc1ccc(NC(=O)C2CCN(C(=O)C3CC(=O)N(c4ccc(C)cc4)C3)CC2)c(OC)c1 (stereo not given)	0.96	2	4	0	1
47	O=C(c1ccc(Br)s1)N1CCN(c2ncccn2)CC1	0.96	7	4	1	-3
48	O=C(O)CSCC(=O)NC1CCCc2ccccc21 (stereo not given)	0.95	0	5	1	-5
49	CCOCCCNC(=O)c1ccc2nc(-c3ccc(OC)c(OC)c3)c(-c3ccc(OC)c(OC)c3)nc2c1	0.98	17	2	-26	-5
50	COc1ccccc1/C=N/NC(=O)c1ccc(NC(=O)c2ccccc2Br)cc1	0.99	2	1	0	3
51	COc1ccc(NC(=O)COC(=O)CN2C(=O)C3CCCCC3C2=O)cc1OC (stereo not given)	1	4	-2	-1	-2
52	Cn1c(=O)c2c(ncn2CC(O)CO)n(C)c1=O (stereo not given)	0.98	-2	2	2	-3
53	CCOC(=O)c1c(S(=O)(=O)NCC(=O)NCc2ccc(C)cc2)c(C)n(C)c1C	0.97	0	3	2	-1
54	O=C(CCN1C(=O)CSC1=O)Nc1ccccc1	0.97	10	3	4	-5
55	CCOc1nnc(C)c2c(C)n(-c3cccc(OC)c3)nc12	0.99	11	1	-5	2
56	O=C(CN1CCOCC1)Nc1ncc(Cc2cccc(Cl)c2)s1	0.94	9	6	-1	-1
57	NC(=O)N/N=C1\c2ccccc2-c2c(C(N)=O)cccc21	0.93	15	7	3	0
58	N[C@@H](CO)c1nnc([C@H](CC(=O)O)NC(=O)C2CCNCC2)o1	0.99	5	1	4	-4
59	O=C(NCCc1nccs1)C1CCC(=O)N(CCc2ccc(Cl)cc2)C1 (stereo not given)	0.96	18	4	-3	-3

item	hIAP act	beta cell repl	A3G deaminase	hIAP block
46	1	-2	-2	-2
47	1	0	-7	0
48	1.1	-4	-5	-14
49	0.95	-2	-9	5
50	1.1	0	6	-13
51	1.1	-5	-2	-12
52	0.92	3	-2	8
53	0.87	5	-4	13
54	1.1	0	-6	-13
55	0.96	-1	-3	4
56	1.6	1	-8	-64
57	0.9	2	-2	10
58	0.98	1	-13	2
59	0.97	0	-5	2
